# Hck Nef HTS = human Hck-Nef kinase inhibition; Recombinant Hck-YEEI plus Nef, Z-Lyte FRET kinase assay; AID 463187; 0.68% of 220,000 active; inhibition, % at 20 µM;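 active = Hck-Nef kinase inhibition above about 50%, limit read from the data; inactive = inhibition below that limit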;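 also: 0% = DMSO with Hck plus Nef and 100% = Hck alone without Nef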
# Target sequence (P08631 whole entry, looked up): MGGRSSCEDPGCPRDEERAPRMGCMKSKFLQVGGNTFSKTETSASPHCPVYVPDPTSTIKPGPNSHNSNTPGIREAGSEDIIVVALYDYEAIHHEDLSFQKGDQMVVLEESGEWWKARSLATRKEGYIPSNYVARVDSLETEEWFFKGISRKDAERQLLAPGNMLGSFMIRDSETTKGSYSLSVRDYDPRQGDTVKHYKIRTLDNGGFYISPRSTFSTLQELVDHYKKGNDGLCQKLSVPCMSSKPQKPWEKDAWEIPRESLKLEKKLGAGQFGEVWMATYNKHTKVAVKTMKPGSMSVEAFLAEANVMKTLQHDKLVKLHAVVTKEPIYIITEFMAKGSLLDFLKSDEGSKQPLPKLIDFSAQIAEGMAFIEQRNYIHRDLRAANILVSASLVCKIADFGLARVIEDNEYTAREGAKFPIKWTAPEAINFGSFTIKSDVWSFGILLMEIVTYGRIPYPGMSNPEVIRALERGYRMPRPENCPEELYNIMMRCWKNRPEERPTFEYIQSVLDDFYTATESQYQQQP
# Tb hexokinase = T. brucei hexokinase 1 inhibition. recombinant TbHK1, G6PDH-coupled NADH A340. 0.11% of 220,000 active. AID 1430. inhibition, % at 10 µM;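 active = inhibition of 50% or more in the single-dose primary screen; inactive = inhibition below 50%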
# 14-3-3 Bad PPI = disrupts binding of bovine 14-3-3 zeta to phospho-Bad peptide. P63103. TR-FRET 14-3-3zeta/Dy647-pBad peptide displacement, 1 h. 0.71% of 220,000 active. AID 781. inhibition, % at 21.7 µM;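 active = inhibition above about 70%, limit read from the data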;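 also: 0% = full 14-3-3 plus peptide FRET controls and 100% = background without 14-3-3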
# p47phox inh = inhibitors of human p47phox binding. P14598. inhibition, % at 24.7 µM. 0.53% of 220,000 active. p47phox/p22phox peptide binding, fluorescence polarization, 2 h;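 active = inhibition above about 30%, limit read from the data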;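 also: 0% = p47phox with labelled peptide and 100% = labelled peptide alone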
# EBV gp42 block = EBV gp42 inhibition | Fluorescence polarization binding assay, mP read-out | inhibition, % (tested at 21.74 µM) | 0.42% of 220,000 active; in the data active = inhibition above about 50%
# Target sequence (Q1HVG2 whole entry, looked up): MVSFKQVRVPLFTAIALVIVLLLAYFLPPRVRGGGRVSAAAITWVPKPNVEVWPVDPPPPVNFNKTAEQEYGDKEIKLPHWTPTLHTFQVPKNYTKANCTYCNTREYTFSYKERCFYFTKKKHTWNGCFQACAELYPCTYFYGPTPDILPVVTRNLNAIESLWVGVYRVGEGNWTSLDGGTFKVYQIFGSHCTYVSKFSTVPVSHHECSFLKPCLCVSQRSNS
# Mdm2 ligase inh = blocks human Mdm2 ubiquitin ligase activity; Q00987; cell-based MDM2 ubiquitination luciferase reporter, 2 h; 0 = plate control, 100 = twice control, blank-subtracted; signal enhancement, % at 5 µM; 0.11% of 210,000 active; AID 1230;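 active = signal enhancement of 30% or more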;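 also: luminescence tracks abundance of the self-degrading MDM2-luciferase fusion protein; higher signal means inhibition of MDM2 E3 ligase activity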
#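 system = mammalian cells stably expressing self-ubiquitinating, self-degrading MDM2 E3–luciferase fusion | quantity = 2000 cells per well seeded | incubation = 4 h cell settling then 2 h compound exposure, 37 °C | signal = SteadyLite luminescence, 15 min reagent step | benchmarks = plate control and blank wells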
# Runt-CBFb FRET = blocks binding of human RUNX1 Runt domain to CBFb; 0.46% of 220,000 active; AID 1496; Cerulean-Runt/Venus-CBFb FRET ratio 530/480, 1 h; inhibition, % at 20 µM; Q01196+Q13951;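 active = inhibition over about 50% at 20 µM in the single-dose screen, limit read from the data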;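 also: 0% = DMSO wells and 100% = excess unlabeled CBFb competitor control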
#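 Schedule: protein complex preformed 1 h, compound exposure 1 h, room temperature, dark; test system: Cerulean-labeled Runt domain protein; amount: 100 nM per protein; buffer or medium: Tris 50 mM pH 7.5, KCl, K2SO4, 0.01% BSA; read-out: loss of energy transfer signal; detection: FRET fluorescence; controls: 5 µM unlabeled CBFb as full-inhibition high control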
# Runt-SMMHC FRET = inhibitors of human RUNX1 Runt domain binding to CBFb-SMMHC | inhibition, % at 20 µM | Cerulean-Runt/Venus-CBFb-SMMHC FRET ratio 530/480, 1 h | Q01196+Q13951 | AID 1434 | 0.74% of 220,000 active;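 active = mean inhibition across duplicate retests at 20 µM reaching about 50%, limit read from the data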;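 also: 0% = DMSO wells and 100% = wells with excess untagged CBFb-SMMHC; inhibitors lower the FRET ratio by blocking Runt binding to CBFb-SMMHC; some results filed as inactive read as strong as hits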
# zVAD death inh = blocks zVAD induced death of L929 cells; L929 zVAD necroptosis rescue, ATP luminescence, 24 h; with zVAD 60 µM; viability rescue, % at 10 µM; 0.38% of 220,000 active; AID 1377;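 active = activation, scaled between plate controls, above about 75%, limit read from the data; inactive = activation under that limit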;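 also: 0% = zVAD with DMSO and 100% = DMSO alone without zVAD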
# * marks the source's active call; other numbers are inactive results; . = no result given; [ ] = another dose, or the depositor's remark.
1) CC(CC(=O)O)CC(=O)Nc1nncs1 (stereo not given)
2) CCN(c1ccccc1)S(=O)(=O)c1ccc(C(=O)Nc2nnc(C3CC3)o2)cc1
3) CCc1nnc(NC(=O)CSc2nc(-c3ccccc3)cc(-c3ccc(OC)cc3)c2C#N)s1
4) COC(=O)c1ccc(C2C(Oc3ccccc3C)C(=O)N2CCc2ccc(OC)c(OC)c2)cc1 (stereo not given)
5) COc1ccc2nc(NC(=O)c3cc(C)oc3C)sc2c1
6) CC1C(=O)NN=C1C(=O)N/N=C/c1ccco1 (stereo not given)
7) COC(=O)/C=C/CSC1=N/C(=C/c2ccc(-n3cncn3)cc2)C(=O)N1
8) O=C(NCC(=O)N1CCC(N2CCCCC2)CC1)C1CCCCC1
assay / compound | 1 | 2 | 3 | 4 | 5 | 6 | 7 | 8
14-3-3 Bad PPI | 1.4 | -19.9 | 2.6 | -2.0 | 13.1[fluorescence artefact?] | -5.9 | -0.3[fluorescence artefact?] | 1.1[fluorescence artefact?]
Hck Nef HTS | 4.4 | 23.1 | 2.7 | -1.0 | -8.0 | 18.7 | 20.2 | -1.1
Mdm2 ligase inh | -9.7 | -5.1 | -10.4 | 2.3 | . | -7.7 | 2.3 | -8.4
EBV gp42 block | -28.3 | -3.0 | -70.4 | -1.7 | -11.6 | -1.5 | -8.7 | -13.8
Runt-SMMHC FRET | -4.1 | 4.7 | -40.5 | -4.7 | -2.5 | 0.5 | -7.9 | -0.5
p47phox inh | -9.3 | -4.5 | 24.1 | -4.7 | -20.4 | -1.0 | -19.5 | -20.8
Runt-CBFb FRET | 1.5 | -0.7 | -0.7 | -6.8 | -0.3 | 0.5 | . | 2.3
Tb hexokinase | -10.5 | 6.5 | -6.3 | 1.4 | -2.5 | -5.6 | -27.9 | 2.7
zVAD death inh | 0.8 | -0.2 | 0.1 | -0.4 | -0.6 | -0.7 | 0.1 | 0.4

9) O=C(/C=C/NNC(=O)c1ccc(Br)cc1)c1ccccc1
10) Cn1c(=O)c2c(nc(OCCc3ccccc3)n2C)n(C)c1=O
11) CC1CCN(CC(CS(=O)(=O)c2ccc([N+](=O)[O-])cc2)N2CCC(C)CC2)CC1 (stereo not given)
12) O=C(c1cccc2c1C(=O)N(Cc1cccnc1)C2)N1CCN(c2ccccc2)CC1
13) FC(F)(F)c1cccc(-c2noc(CN3CCOCC3)n2)c1
14) O=S(=O)(NCCCCCNS(=O)(=O)c1ccc(F)cc1)c1ccc(F)cc1
15) CN(CCC#N)C(=O)COC(=O)/C=C/c1ccc2c(c1)OCO2
16) CCc1ccc(NC(=O)c2ccccc2NC(=O)C2CCCO2)cc1 (stereo not given)
assay / compound | 9 | 10 | 11 | 12 | 13 | 14 | 15 | 16
14-3-3 Bad PPI | -4.2 | 1.1 | -3.9 | -9.6 | -10.1 | 3.1 | -8.8 | -3.4
Hck Nef HTS | -9.2 | 7.1 | 6.7 | 6.4 | -2.8 | 0.6 | 22.4 | -2.1
Mdm2 ligase inh | . | -13.2 | -6.0 | 11.2 | -16.4 | 0.7 | -12.4 | -8.6
EBV gp42 block | 4.0 | -7.9 | -17.8 | -4.3 | 1.9 | -2.3 | -20.7 | -13.5
Runt-SMMHC FRET | -5.0 | 1.6 | -0.3 | -5.5 | 1.9 | -2.3 | -0.7 | -4.8
p47phox inh | -5.1 | -11.5 | -5.5 | 0.6 | 1.1 | -11.5 | 6.6 | -7.0
Runt-CBFb FRET | -1.5 | -1.3 | 1.6 | 1.0 | -0.2 | -2.0 | -1.0 | 0.4
Tb hexokinase | -5.0 | -6.2 | -5.6 | -5.2 | -6.7 | 4.0 | -23.5 | -6.8
zVAD death inh | 0.4 | -0.8 | 35.0 | 0.6 | -0.2 | 0.8 | 6.1 | 0.2

17) CCOc1ccc(NS(=O)(=O)c2ccc(OCC(=O)NCCCOC)cc2)cc1
18) O=C(O)CC1(O)C(=O)N(Cc2ccccc2)c2ccccc21 (stereo not given)
19) Cc1nnc(SCC(=O)Nc2ccccc2C(=O)NC2CC2)s1
20) CCCCNS(=O)(=O)c1ccc2nc(SCC(=O)c3ccccc3OC)[nH]c2c1
21) Cc1nc(N/N=C/c2ccc(O)cc2)c2cnn(-c3ccccc3)c2n1
22) Cc1ccc(Cn2cnc3c(cnn3-c3ccc(F)cc3)c2=O)cc1
23) O=C(Oc1c(CN2CCOCC2)cc(Cl)c2cccnc12)c1ccccc1F
24) N#CCCNC(=O)CCN1CCCCC1
assay / compound | 17 | 18 | 19 | 20 | 21 | 22 | 23 | 24
14-3-3 Bad PPI | -15.0 | -6.0 | 5.5 | 4.2 | 18.3 | 1.4 | -16.6 | -1.7
Hck Nef HTS | -0.2 | 13.3 | 0.7 | 1.1 | 2.3 | -1.8 | 1.3 | -18.3
Mdm2 ligase inh | 2.4 | -3.5 | -6.4 | -5.7 | -17.2 | -26.7 | 10.2 | -7.5
EBV gp42 block | -5.1 | -10.3 | -7.3 | -6.7 | -1.8 | -12.8 | 0.8 | -17.0
Runt-SMMHC FRET | 0.9 | -1.0 | 1.9 | -2.2 | 2.0 | 0.6 | 3.5 | -0.2
p47phox inh | -5.5 | -8.5 | -29.1 | -1.3 | -4.8 | -12.6 | 16.9 | -14.1
Runt-CBFb FRET | 20.8 | 1.0 | 1.8 | 1.6 | -0.4 | 4.1 | -0.6 | 0.5
Tb hexokinase | 8.0 | -6.7 | -1.3 | -0.4 | -14.3 | -10.9 | -0.8 | -5.5
zVAD death inh | -0.2 | 4.2 | 1.7 | 0.1 | 33.0 | 0.8 | 6.6 | 0.6

# By substructure, the entries above containing a furan ring, fused or not
5) COc1ccc2nc(NC(=O)c3cc(C)oc3C)sc2c1
6) CC1C(=O)NN=C1C(=O)N/N=C/c1ccco1 (stereo not given)
assay / compound | 5 | 6
14-3-3 Bad PPI | 13.1[fluorescence artefact?] | -5.9
Hck Nef HTS | -8.0 | 18.7
Mdm2 ligase inh | . | -7.7
EBV gp42 block | -11.6 | -1.5
Runt-SMMHC FRET | -2.5 | 0.5
p47phox inh | -20.4 | -1.0
Runt-CBFb FRET | -0.3 | 0.5
Tb hexokinase | -2.5 | -5.6
zVAD death inh | -0.6 | -0.7

# New compounds follow:
25) CCCCOc1ccc(C(=O)N/C(=C\c2ccc([N+](=O)[O-])cc2)C(=O)OCc2ccco2)cc1
26) COc1ccccc1NC(=O)CN(c1ccc(C)cc1)S(=O)(=O)c1c(C)n[nH]c1C
27) Cc1cc(N2CCC(C(N)=O)CC2)nc(-c2ccccc2)n1
28) O=C(N1CCOCC1)C(F)(F)C(=O)N1CCOCC1
29) O=c1c2cccnc2nc2n1CCCCC2
assay / compound | 25 | 26 | 27 | 28 | 29
14-3-3 Bad PPI | -11.1 | 1.6 | 10.3 | 4.8 | -3.5
Hck Nef HTS | 0.2 | -0.8 | 0.5 | -0.2 | -1.9
Mdm2 ligase inh | -7.9 | -10.5 | 4.4 | -9.6 | -37.0
EBV gp42 block | -30.9 | -18.0 | -33.4 | -12.2 | -6.1
Runt-SMMHC FRET | -8.4 | 2.6 | -1.3 | 2.9 | 2.8
p47phox inh | -0.1 | -14.2 | -16.2 | -3.8 | -7.8
Runt-CBFb FRET | -1.5 | -0.7 | 2.4 | -0.7 | 1.0
Tb hexokinase | -4.6 | -5.3 | -2.0 | -6.2 | -3.6
zVAD death inh | 0.8 | -0.1 | -0.8 | 1.1 | -0.2

# Random excerpt: 2 compounds from above
28) O=C(N1CCOCC1)C(F)(F)C(=O)N1CCOCC1
27) Cc1cc(N2CCC(C(N)=O)CC2)nc(-c2ccccc2)n1
assay / compound | 28 | 27
14-3-3 Bad PPI | 4.8 | 10.3
Hck Nef HTS | -0.2 | 0.5
Mdm2 ligase inh | -9.6 | 4.4
EBV gp42 block | -12.2 | -33.4
Runt-SMMHC FRET | 2.9 | -1.3
p47phox inh | -3.8 | -16.2
Runt-CBFb FRET | -0.7 | 2.4
Tb hexokinase | -6.2 | -2.0
zVAD death inh | 1.1 | -0.8

# Entries by screen from above.
# Entries 25 to 29 in zVAD death inh, in turn: 0.8, -0.1, -0.8, 1.1, -0.2
# Entries 25 to 29 in 14-3-3 Bad PPI, in turn: -11.1, 1.6, 10.3, 4.8, -3.5
# Entries 25 to 29 in Hck Nef HTS, in turn: 0.2, -0.8, 0.5, -0.2, -1.9

# Assay outcomes from PubChem BioAssay.
